High-throughput results from PubChem BioAssay.
CSN inh – inhibitors of CSN-mediated cullin deneddylation, primary screen, biochemical, fluorescence polarization, uHTS; inhibition, % at 12.5 µM; 360,000 tested, 0.38% active; AID 651999, 2013; Purified CSN, SCF-Nedd8-OG deneddylation;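 active = pattern-corrected inhibition above about 35%, with an unprinted fluorescence ratio check between 0.5 and 1.5, limit read from the data, passing the limit was not always enough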;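 note: 0% = enzyme with substrate and 100% = substrate without enzyme; some results filed as inactive read as strong as hits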
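Test system: Human Csn5 produced in HEK293T cells | Compound: 12.5 µM single point | Times: 90 min, room temperature | Signal: Fluorescence polarization readout | Read-out basis: % inhibition of substrate cleavage by Csn5 | Controls: no-enzyme wells high, enzyme-with-substrate wells low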
Rpn11 block – Rpn11 (PSMD14) deubiquitinase inhibitors, primary screen, biochemical, fluorescence polarization, uHTS; 26S proteasome non-ATPase regulatory subunit 14 (Homo sapiens), O00487; human 26S proteasome, Ub4-pepOG fluorescence polarization; 20S core pre-blocked with epoxomicin; calls only at 20 µM; 360,000 tested, 0.59% active;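 active = inhibition at 20 µM, scaled to each plate's controls, above about 33%, limit read from the data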
SKN-1 inh – suppressors of acrylamide-induced Pgst-4::GFP reporter in worms, primary screen, SKN-1 inhibitor project, whole organism, uHTS, GFP/RFP fluorescence ratio, strain VP596 | C. elegans VP596 Pgst-4::GFP/RFP ratio, 24 h | inhibition, % at 21.8 µM | 360,000 tested, 0.49% active | AID 624304, 2012;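 active = interference check ratio from 0.5 to 1.5 plus GFP to RFP signal ratio inhibition reaching or exceeding a fixed threshold, cut at about 30% in these data, passing the limit was not always enough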; note: some compounds called inactive have numbers as strong as hits
MT1-MMP act inh – blockers of MT1-MMP proenzyme processing, primary screen, HT1080 RFP-PRO-GFP cells, GFP/RFP fluorescence; Matrix metalloproteinase-14 (Homo sapiens), P50281; GFP/RFP ratio fluorescence, overnight; percent of plate control window, DMSO zero; GFP/RFP ratio change, % at 20 µM; 360,000 tested, 0.061% active; AID 651647, 2012;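 active = GFP/RFP ratio change of at least 30% with cell ATP level not reduced by more than half and red fluorescence within 50% of control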; note: strong numbers were not always called active
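Test system: HT1080 RFP-PRO-GFP cells; Benchmarks: DMSO and RFP-L50D-GFP cell wells; Timing: cells overnight before dosing, compound overnight, 37 °C, 5% CO2; Compound: one 20 µM compound dose with 1% DMSO; Read-out: GFP/RFP fluorescence ratio.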
Rin1-Abl PPI inh – inhibitors of Rin1-Abl protein binding, primary screen, biochemical, TR-FRET; Tyrosine-protein kinase ABL1 (Homo sapiens) + Ras and Rab interactor 1 (Homo sapiens), …; inhibition, % at 7.35 µM; 360,000 tested, 0.4% active; in the data active = inhibition above about 5%, passing the limit was not always enough
Target sequence (P00519 whole entry, looked up): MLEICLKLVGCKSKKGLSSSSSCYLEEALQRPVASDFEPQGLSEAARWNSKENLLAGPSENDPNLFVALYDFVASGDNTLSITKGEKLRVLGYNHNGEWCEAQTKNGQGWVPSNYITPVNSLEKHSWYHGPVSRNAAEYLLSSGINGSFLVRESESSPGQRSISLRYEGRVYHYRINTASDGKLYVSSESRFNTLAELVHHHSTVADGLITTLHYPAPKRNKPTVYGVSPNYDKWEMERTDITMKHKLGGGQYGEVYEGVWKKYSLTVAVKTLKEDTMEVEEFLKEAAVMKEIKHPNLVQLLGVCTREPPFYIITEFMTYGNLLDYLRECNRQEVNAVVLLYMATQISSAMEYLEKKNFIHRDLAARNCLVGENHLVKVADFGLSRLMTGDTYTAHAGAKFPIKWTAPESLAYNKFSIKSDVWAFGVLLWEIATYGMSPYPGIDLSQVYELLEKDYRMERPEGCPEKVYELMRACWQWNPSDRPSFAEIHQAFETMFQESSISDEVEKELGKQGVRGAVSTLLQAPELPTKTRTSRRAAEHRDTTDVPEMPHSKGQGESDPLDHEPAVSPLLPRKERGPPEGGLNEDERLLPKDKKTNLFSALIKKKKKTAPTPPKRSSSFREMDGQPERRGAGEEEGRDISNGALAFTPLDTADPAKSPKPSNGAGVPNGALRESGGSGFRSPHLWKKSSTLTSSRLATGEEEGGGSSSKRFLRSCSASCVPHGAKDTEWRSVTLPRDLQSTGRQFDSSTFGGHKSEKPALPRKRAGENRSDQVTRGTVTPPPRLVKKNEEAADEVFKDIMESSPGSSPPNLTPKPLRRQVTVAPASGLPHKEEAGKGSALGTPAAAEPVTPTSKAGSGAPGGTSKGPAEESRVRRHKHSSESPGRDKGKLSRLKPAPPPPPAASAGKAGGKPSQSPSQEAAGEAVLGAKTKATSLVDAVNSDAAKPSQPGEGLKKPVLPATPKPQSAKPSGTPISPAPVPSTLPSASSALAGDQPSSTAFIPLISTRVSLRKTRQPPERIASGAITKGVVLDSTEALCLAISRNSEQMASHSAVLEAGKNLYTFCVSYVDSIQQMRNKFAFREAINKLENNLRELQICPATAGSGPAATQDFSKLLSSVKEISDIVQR
Target sequence (Q13671 whole entry, looked up): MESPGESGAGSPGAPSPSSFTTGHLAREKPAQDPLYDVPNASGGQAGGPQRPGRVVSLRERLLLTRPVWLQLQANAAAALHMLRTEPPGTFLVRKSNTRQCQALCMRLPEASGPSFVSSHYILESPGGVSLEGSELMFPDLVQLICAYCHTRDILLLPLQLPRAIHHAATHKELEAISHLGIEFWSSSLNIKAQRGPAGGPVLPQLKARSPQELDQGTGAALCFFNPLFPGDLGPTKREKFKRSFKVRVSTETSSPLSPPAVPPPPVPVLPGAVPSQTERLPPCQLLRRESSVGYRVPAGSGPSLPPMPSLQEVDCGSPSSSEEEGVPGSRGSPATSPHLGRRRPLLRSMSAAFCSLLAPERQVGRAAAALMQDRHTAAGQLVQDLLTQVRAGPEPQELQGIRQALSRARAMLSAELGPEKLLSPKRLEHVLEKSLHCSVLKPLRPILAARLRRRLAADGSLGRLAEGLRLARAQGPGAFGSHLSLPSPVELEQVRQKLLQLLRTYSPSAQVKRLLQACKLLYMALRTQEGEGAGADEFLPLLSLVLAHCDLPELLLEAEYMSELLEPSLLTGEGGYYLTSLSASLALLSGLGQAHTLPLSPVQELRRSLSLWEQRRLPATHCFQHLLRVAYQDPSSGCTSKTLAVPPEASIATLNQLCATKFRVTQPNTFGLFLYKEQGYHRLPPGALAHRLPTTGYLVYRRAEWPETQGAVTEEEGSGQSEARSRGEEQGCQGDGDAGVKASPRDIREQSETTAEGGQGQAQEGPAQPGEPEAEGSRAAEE
PABP1 MLLE inh – inhibitors of PABP1 MLLE–PAM2 peptide binding, primary screen, biochemical, fluorescence polarization, FITC-PAM2, GST-MLLE; Polyadenylate-binding protein 1 (Homo sapiens), P11940; inhibition, % at 20 µM; 360,000 tested, 0.36% active; in the data active = inhibition above about 35%, passing the limit was not always enough;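 note: plate controls were DMSO wells with GST-MLLE for no effect and wells lacking GST-MLLE protein for full effect; some results filed as inactive read as strong as hits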
Neddyl block – inhibitors of cullin neddylation, primary screen, biochemical, TR-FRET, uHTS, NAE and Ubc12. NEDD8-conjugating enzyme Ubc12 (Homo sapiens) + NEDD8-activating enzyme E1 regulatory …. calls only at 25 µM. 360,000 tested, 0.58% active. AID 651699, 2012; in the data active = inhibition above about 36%
NadD block – inhibitors of S. aureus NadD, primary screen, biochemical, colorimetric, uHTS. 360,000 tested, 0.78% active. purified NadD enzyme, colorimetric absorbance read-out. inhibition, % at 20 µM; in the data active = inhibition above about 26%; note: some compounds past the cut are filed as inactive
FAS-TE inh – FAS thioesterase domain inhibitors, primary screen, biochemical, fluorescence intensity, uHTS; inhibition, % at 15 µM; Fatty acid synthase (Homo sapiens), P49327; 360,000 tested, 0.67% active; recombinant FAS-TE, OMFH fluorogenic substrate, fluorescence endpoint; AID 602261, 2012;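 active = compounds whose normalised, plate-corrected inhibition of enzyme fluorescence in the single-dose primary screen is 50% or more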;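 note: 0% = DMSO with enzyme and 100% = substrate without enzyme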
The depositor's hits bear a star; i = inactive; / = no result given; & = joins results of further samples. Hits appear at their usual frequency, and some 3.9% of all compounds hit somewhere here.

SMILES	CSN inh	Rpn11 block	SKN-1 inh	MT1-MMP act inh	Rin1-Abl PPI inh	PABP1 MLLE inh	Neddyl block	NadD block	FAS-TE inh
Cn1ncc2c(Nc3ccc([N+](=O)[O-])cc3)nc(Cl)nc21	-3	i	24	2	3	9	i	-10	5
O=C(Nc1ccc(Cl)cc1)N1CCC(c2nc(-c3cccs3)no2)CC1	0	i	25	7	2	6	i	-7	19
COc1ccc(CCNC(=O)c2ccc(NC3=NC4CS(=O)(=O)CC4S3)cc2)cc1OC (stereo not drawn)	2	i	3	-4	18*	-72	i	1	-4
Cc1cc(NC(=O)CCC(=O)N(Cc2cccnc2)C(C(=O)NC(C)(C)C)c2ccccc2Cl)no1 (stereo not drawn)	-1	i	6	1	0	-9	i	1	-2
O=C(Nc1sc2c(c1C(=O)NCCCO)CCCC2)c1ccccc1	0	i	17	-1	0	-5	i	-5	2
O=[N+]([O-])c1ccc(SCCc2ccncc2)cc1	5&5	i	-2&16	0&-1	2&-1	29&29	i	7&3	4&2
Cc1ccc(NC(=O)C2(c3ccccc3)CCOCC2)c([N+](=O)[O-])c1	-8	i	6	5	1	9	i	0	-17
CCOC(=O)/C=C1\SCC(=O)N1CC(=O)Nc1ccc(C(C)C)cc1	1	i	11	-3	-1	-1	i	-7	6
Cc1ccc(C(=O)NCCSc2ccccc2)cc1S(=O)(=O)Nc1ccccc1	2	i	6	-2	0	16	i	-11	23
COc1ccc(OC2CCN(S(=O)(=O)c3ccc(C(C)=O)cc3)CC2)cc1	4	i	-1	0	3	-6	i	-6	22
N/C(=N\OC(=O)c1cc(Br)ccc1Cl)c1ccccn1	-4	i	47*	2	-1	16	i	0	3
Nc1ccc(C(=O)OCc2nc3ccccc3s2)cc1	2	i	1	2	-3	10	i	0	4
COc1cc(-c2nc(-c3ccc(NC(=O)c4ccc(Br)o4)cc3)no2)cc(OC)c1OC	12	i	29	0	1	-4	i	-10	24
COC(=O)NNC1=CC(=O)CC(C)(C)C1	6	i	12	6	0	2	i	-3	-5
O=[N+]([O-])c1ccccc1/C=N/n1c(COc2ccccc2)n[nH]c1=S	-2	i	26	5	-3	-35	i	4	2
COC(=O)CNC(=O)/C=C/c1cc(Br)ccc1OC	1	i	5	0	0	11	i	1	-1
COc1ccccc1C(=O)NC(=O)COC(=O)Cc1ccccc1[N+](=O)[O-]	4	i	6	3	1	-3	i	0	1
CCc1ccc2c(c1)C(NC(C)=O)C(=O)N2CC (stereo not drawn)	1	i	7	-2	3	-1	i	5	-1
Cc1ccc(/C=N/NC(=O)CSCc2ccc(Cl)cc2)cc1	4	i	0	-9	-3	13	i	5	17
O=C(c1cc([N+](=O)[O-])cc([N+](=O)[O-])c1)N(c1ccccn1)c1ccccn1	-1	i	-2	2	-2	-6	i	-2	-7

Two entries drawn at random from those above:
SMILES	CSN inh	Rpn11 block	SKN-1 inh	MT1-MMP act inh	Rin1-Abl PPI inh	PABP1 MLLE inh	Neddyl block	NadD block	FAS-TE inh
Cc1ccc(C(=O)NCCSc2ccccc2)cc1S(=O)(=O)Nc1ccccc1	2	i	6	-2	0	16	i	-11	23
O=[N+]([O-])c1ccc(SCCc2ccncc2)cc1	5&5	i	-2&16	0&-1	2&-1	29&29	i	7&3	4&2

Other entries.
SMILES	CSN inh	Rpn11 block	SKN-1 inh	MT1-MMP act inh	Rin1-Abl PPI inh	PABP1 MLLE inh	Neddyl block	NadD block	FAS-TE inh
O=C(CCn1cccc1)Nc1ccccc1F	-1	i	3	6	-2	-3	i	5	-1
CC(C)(C)NC(=O)C(c1ccc(F)cc1)N(CC1CCCO1)C(=O)c1csnn1 (stereo not drawn)	5	i	4	-3	1	11	i	-2	-3
C=CCn1cc([N+](=O)[O-])nc1C	-6	i	6	2	-1	1	i	1	-2
O=C1CSC(c2ccccc2)N1c1ccccc1F (stereo not drawn)	1	i	-4	1	-1	3	i	-2	-5
CCn1nnnc1SCC(=O)Nc1ccc(OC)cc1	3	i	-30	-2	1	-9	i	-6	-10
CCOc1cc(C(=O)N(C)c2ccccc2)cc(OCC)c1OCC	-3	i	9	-1	-2	13	i	4	-3
CCN(CC)S(=O)(=O)c1ccc(Cl)c(NC(=O)c2ccccc2C)c1	2	i	6	15	-1	13	i	0	5
CCCCn1c(N)c(N(CCOC)C(=O)CC(NC(=O)c2ccccc2Cl)c2ccccc2)c(=O)[nH]c1=O (stereo not drawn)	2	i	-8	-3	-1	9	i	5	2
Cc1coc2c(O)cc3c(c12)OC1(N2CCCCC2)C(=O)NCCCC31 (stereo not drawn)	0	i	15	-4	-6	31	i	12	3
O=C(c1ccc2snnc2c1)N1CCCCC1	2	i	-16	-2	1	8	i	52*	-5
Cc1ccc2[nH]cc(CCNC(=O)c3cccs3)c2c1	5	i	-11	0	2	5	i	-8	1
CCCn1nnc(NC(=O)C(C)Oc2ccc(Cl)cc2Cl)n1 (stereo not drawn)	4	i	4	0	2	7	i	-3	0
O=C(c1cc2ccccc2oc1=O)N(Cc1cccs1)CC1CCCO1 (stereo not drawn)	1	i	1	1	-3	-2	i	-1	-8
COc1cccc(COC(=O)c2ccc3c(c2)NC(=O)C(C)S3)c1OC (stereo not drawn)	2	i	-4	4	4	3	i	-11	7
O=C(Cn1nnc(-c2ccccc2F)n1)Nc1cccc2ncccc12	1	i	18	-4	0	-6	i	-2	-8
CCOC(=O)c1c(NC(=O)CSc2nnc(CN3CCOCC3)n2C)sc2c1CCCC2	4	i	-3	1	5	-4	i	-3	0
CC[C@@]12C(=O)N(c3cccc(Br)c3)C(=O)N1[C@H](c1ccc(F)cc1)[C@@H]1C(=O)N(C3CCCCC3)C(=O)[C@@H]12	0	i	10	-1	0	-1	i	0	52*
NNC(=O)c1[nH]c2ccccc2c1-c1ccccc1	-1	i	11	-7	2	-3	i	2	-3
CSc1nsc(SCC(=O)Nc2ccccn2)n1	3	i	-1	3	4	12	i	2	-6
O=C(COC(=O)c1ccccc1NC(=O)c1ccco1)NCCC1=CCCCC1	-4	i	-2	-2	0	-1	i	-3	8
CC1(C(=O)N(c2ccccc2)C(C(=O)NC2CCCC2)c2ccccn2)CC(=O)N=C2C=CC=CN21 (stereo not drawn)	-3	i	20	4	1	-8	/	-5	-4
Cn1nccc1CNC(=O)c1c(Cl)cnn1C	-6	i	4	0	-2	-2	i	4	-12
CC1(C)CC(NC(=O)CSc2ccccc2)CC(C)(C)N1	-1	i	1	2	-4	18	i	0	-6
Cc1noc(NS(=O)(=O)c2ccc(NC(=O)C34CC5CC(C3)CC(n3cnc(Br)n3)(C5)C4)cc2)c1C	-11	i	-3	3	-4	-11	i	6	-10
Cc1ccc2c(c1)C(=O)C(=O)N2Cc1ccc(Br)cc1	-1	i	20	8	-1	8	i	2	26
CS(=O)(=O)N1CCN(c2ccc([N+](=O)[O-])cc2F)CC1	0	i	7	-1	1	4	i	-2	-2
CCN(CC)C(=O)C1=C(C)N(Cc2ccccc2)C(=O)C(CC(=O)NCc2cccc3ccccc23)C1 (stereo not drawn)	-1	i	6	6	0	-1	i	6	17
O=C1c2ccccc2C(=O)N1CSc1ncccn1	5	i	2	6	-2	16	i	-9	-8
CCOC(=O)C1=CCN(S(=O)(=O)c2ccccc2C)C1c1ccccc1 (stereo not drawn)	4	i	10	1	0	18	i	-8	14
COc1ccc(CN2CCc3ccc(NC(=O)CCc4ccccc4OC)cc3C2)c(O)c1	5	i	-10	-1	2	9	i	-1	-1
C=C(c1ccc(OCCO)cc1)c1ccc(OCCO)cc1	0	i	16	7	-1	7	i	0	-8
O=C(NCC(F)(F)F)N1CCOCC1	-6	i	0	1	1	13	i	-3	-8
O=C(NCC1CCCO1)C1c2ccccc2C(=O)N1C1CCCCCCC1 (stereo not drawn)	-1	i	5	1	-2	5	i	-9	-4
COc1ccc(NC(=O)c2cc(C(C)C)on2)cc1OC	-2	i	-19	7	-3	-4	i	-4	-7
CN1CCN(c2ccc(S(=O)(=O)N3CCCCC3)cc2NC(=O)Cc2ccccc2F)CC1	-15	i	-4	-4	2	0	i	-2	-8
COc1cc(NC(=O)c2cc3nc(-c4ccccc4)cc(-c4ccccc4)n3n2)cc(OC)c1OC	9	i	27	10	2	-4	i	-6	52*
Cc1cc(C)cc(N(CCC#N)C(=O)CSc2nc3nc(C)cc(C)n3n2)c1	2	i	-1	2	1	-16	i	3	-6
COc1ccc(NC(=O)C2(C)CCN2Cc2ccccc2OC(F)F)cc1OC (stereo not drawn)	-9	i	5	6	-3	0	i	3	3
CCOc1ccc(C(=O)CSc2nnc(C3CC3)n2C)cc1	0	i	-3	0	-2	2	i	2	-9
CC(NC(=O)c1ccc(N(C)C)cc1)c1ccc(F)cc1 (stereo not drawn)	-4	i	1	-11	0	4	i	-8	-3
O=Cc1ccc(N2CCCC2)c(F)c1	2	i	2	-1	-3	-6	i	3	-4
S=c1[nH]nc(-c2ccncc2)n1/N=C/C=C/c1ccco1	41	i	26	-2	5	-1	i	6	-4
CCc1cc2c(SCC(=O)N3CC(=O)Nc4ccccc43)ncnc2s1	3	i	1	-3	-6	1	i	-3	0
Cc1ccc(CCNC(=O)c2cc(C)nn2-c2ccccc2)cc1	6	i	10	9	-4	-2	i	0	-2
Cc1cc(NC(=O)CSc2ncc(C(=O)O)n2-c2ccc(F)cc2)no1	0	i	10	-2	0	-9	i	3	-6
c1ccc(CCCNCCCn2cnc3c(OCc4ccccc4)ncnc32)cc1	-4	i	1	-2	-1	5	i	0	0
O=C(Nc1oc2ccccc2c(=O)c1-c1ccccc1)c1ccco1	2	i	6	-3	2	-4	i	2	-12
C=CCn1cccc(C(=O)Nc2ccc(N(C)C)cc2)c1=O	-1	i	28	5	-6	-6	i	-2	-1
O=C(NC(=S)Nc1cccc(O)c1)C12CC3CC(CC(C3)C1)C2	1	i	9	2	2	24	i	-3	12
Cc1ccc(C2(C(=O)N3CCC(n4nc(-c5ccccc5)oc4=O)CC3)CC2)cc1	3	i	-2	0	-1	3	i	-1	12
Cn1c(=O)c2cc(NC(=O)NCc3ccccc3)ccc2n1Cc1ccc(Cl)cc1	1	i	8	8	-4	-18	/	1	2
CCN(CC)CCNC(=O)c1cc2ccccc2nc1Cl	2	i	13	-2	5	-5	i	-1	-4

Sorted by formula weight (low to high): four of the compounds above.
SMILES	CSN inh	Rpn11 block	SKN-1 inh	MT1-MMP act inh	Rin1-Abl PPI inh	PABP1 MLLE inh	Neddyl block	NadD block	FAS-TE inh
C=CCn1cccc(C(=O)Nc2ccc(N(C)C)cc2)c1=O	-1	i	28	5	-6	-6	i	-2	-1
Cc1ccc(CCNC(=O)c2cc(C)nn2-c2ccccc2)cc1	6	i	10	9	-4	-2	i	0	-2
CCc1cc2c(SCC(=O)N3CC(=O)Nc4ccccc43)ncnc2s1	3	i	1	-3	-6	1	i	-3	0
c1ccc(CCCNCCCn2cnc3c(OCc4ccccc4)ncnc32)cc1	-4	i	1	-2	-1	5	i	0	0
